SDO1 yeast rescue: growth rescue of sdo1-depleted yeast, primary screen, S. cerevisiae, bone marrow failure model; S. cerevisiae sdo1-depleted JHY4D growth rescue, OD600 30 h; active compounds read high; pdr5 snq2 efflux-pump mutant strain; z-score at 10 µM; 0.21% of 140,000 active;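 active means z-score above 3 at both the 24 hr and the 30 hr optical density reads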;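 further: z-score against mean and SD of all compound wells on the same plate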
Insulin prom inh: inhibitors of insulin promoter-driven GFP, primary screen, imaging, TRM-6 cells (human fetal islet line), eGFP reporter, cell count; inhibition, % at 2 µM; 0.9% of 130,000 active; reporter expression induced with tamoxifen;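 active means inhibition above the mean plus 3 SD, with well images judged a real hit on visual review, cut at about 60% in these data, passing the limit was not always enough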
SDO1 yeast rescue Rescue 24 h: further read-out of SDO1 yeast rescue, marked with its call; z-score; S. cerevisiae sdo1-depleted JHY4D growth rescue, OD600; measured here: growth rescue at 24 h;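 0 is the plate mean of compound wells and units are plate SD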
An asterisk follows results filed as active; i = inactive; . = no result given. These rows are one share of the data, so the mix of outcomes need not match the whole.

The opening 6 compounds (preview)
Compound	SDO1 yeast rescue	SDO1 yeast rescue Rescue 24 h	Insulin prom inh
Cc1ccc(NC(=O)N(Cc2nc3ccccc3c(=O)[nH]2)Cc2cccs2)cc1	-1.03	-0.79	-5.9
CC(C)(C)NC(=O)C(Cc1ccccc1)NS(=O)(=O)c1cccc2nsnc12 (stereo unspecified)	0.05	0.27	-116.0
O=C(CSc1nncn1-c1ccccc1)NCc1cccs1	0.19	-1.28	-30.8
CCOC(=O)CSc1nc2ccc(S(=O)(=O)N3CCOCC3)cc2[nH]1	-0.05	0.18	22.9
O=C1CCCN1CCCNc1ccc(S(=O)(=O)N2CCCCC2)cn1	-0.2	-0.78	.
COC(=O)C1=C(O)/C(=C\c2ccc(CNS(=O)(=O)c3ccccc3)o2)N=C1C	0.04	-0.92	31.6

All compounds of this part, from the start:
Compound	SDO1 yeast rescue	SDO1 yeast rescue Rescue 24 h	Insulin prom inh
Cc1ccc(NC(=O)N(Cc2nc3ccccc3c(=O)[nH]2)Cc2cccs2)cc1	-1.03	-0.79	-5.9
CC(C)(C)NC(=O)C(Cc1ccccc1)NS(=O)(=O)c1cccc2nsnc12 (stereo unspecified)	0.05	0.27	-116.0
O=C(CSc1nncn1-c1ccccc1)NCc1cccs1	0.19	-1.28	-30.8
CCOC(=O)CSc1nc2ccc(S(=O)(=O)N3CCOCC3)cc2[nH]1	-0.05	0.18	22.9
O=C1CCCN1CCCNc1ccc(S(=O)(=O)N2CCCCC2)cn1	-0.2	-0.78	.
COC(=O)C1=C(O)/C(=C\c2ccc(CNS(=O)(=O)c3ccccc3)o2)N=C1C	0.04	-0.92	31.6
Cc1ccc(N2CC(C(=O)Nc3ccc(S(=O)(=O)N4CCOCC4)cc3)CC2=O)cc1 (stereo unspecified)	-0.53	-0.89	54.5
Cc1ccc2cccc(O)c2[n+]1[O-]	-0.12	0.25	28.6
C=C1C2C[C@H](O)C(C)(C)[C@@]2(O)[C@H](O)C[C@]23C[C@@](C)(O)[C@H](CC[C@H]12)[C@H]3O (stereo partly specified)	0.87	1.45	52.4
C=CCn1c(=O)c2ccccc2n2c(SCc3nc4ccccc4s3)nnc12	-0.85	0.24	-93.8
CC(=O)Nc1cccc(NC(=O)CCCC(=O)O)c1	-0.69	0.23	.
NC(=O)c1cn(-c2ccccc2)nc1-c1cc2ccccc2oc1=O	0.12	-0.35	7.1
CCCCC(=O)Nc1nnc(SCC(=O)NC2CCCC2)s1	0.34	-0.37	31.4
Cc1oc2ccc(OCC(N)=O)cc2c1C(=O)OC(C)C	0.15	0.18	15.4
COc1ccccc1NC(=O)c1ccc(C(=O)c2ccccc2)o1	.	.	17.6
CC(=O)Nc1ccc(NC(=O)c2c(C)nn(-c3ccccc3)c2Cl)cc1C	.	.	33.3
C=CCN(c1ccccc1)S(=O)(=O)c1cccc(C(=O)Nc2nnc(SCC)s2)c1	-1.03	-0.16	31.2
COC(=O)C1=C(C)NC(=O)C1(NC(=O)c1cccnc1)C(F)(F)F (stereo unspecified)	0.48	0.07	3.2
CCc1cccc2c(C(=O)COC(=O)c3ccc([N+](=O)[O-])s3)c[nH]c12	-2.06	-1.68	-16.9
CCCNC(=O)CSCc1nc(-c2ccc(SC)cc2)oc1C	.	.	0.0
COc1ccc(C2NC(=O)NC(C)=C2C(=O)OCc2ccc3c(c2)OCO3)cc1OC (stereo unspecified)	0.7	0.32	-204.8
CCc1ccc(N(CC(=O)Nc2nc3ccc(C)cc3s2)S(=O)(=O)c2c(C)noc2C)cc1	-2.11	-1.25	.
CSc1nn(CCc2ccncc2)c(=S)s1	0.39	0.06	-41.9
COc1cc(OC)cc(-c2n[nH]c(=S)n2-c2ccc3c(c2)OCO3)c1	1.47	1.69	.
CC1(C)C(=O)C2(CCCCC2)C(=O)OC1c1cccn1-c1ccc([N+](=O)[O-])cc1 (stereo unspecified)	-0.22	-0.08	.
O=C(C1CCN(S(=O)(=O)c2ccc3ccccc3c2)CC1)N1CCN(c2ncccn2)CC1	-0.97	-0.67	14.3
O=C(/C=C/Nc1ccccc1)c1ccc(Oc2ncccn2)cc1	-0.56	-0.72	-10.7
Cc1csc2nc(CNS(=O)(=O)c3ccc(-c4ccccc4)cc3)cn12	-1.88	-1.6	-28.6
CCn1c(C)c2c([n+]1CC)CC(C)(C)CC2=O	1.15	1.55	-29.0
CCOC(=O)CN1C(=O)C(Sc2n[nH]c(-c3ccc(C)cc3)n2)CCc2ccccc21 (stereo unspecified)	-1.1	-1.17	.
c1ccc(CCc2nn3c(Cn4cnc5ccccc54)nnc3s2)cc1	0.47	0.48	i
c1cnc(Oc2ccc3oc4ccccc4c3c2)nc1	1.05	0.77	.
O=C(c1ccc(Cl)c([N+](=O)[O-])c1)N1CCN(Cc2ccc3c(c2)OCO3)CC1	.	.	-121.4
NS(=O)(=O)c1ccc(CCNC(=O)c2ccc3nc4ccc(Cl)cc4c(=O)n3c2)cc1	.	.	-27.3
Cc1ccc(N2C(=O)CC(NCC3CCCO3)C2=O)cc1 (stereo unspecified)	.	.	-8.7
COc1ccc(NC(=O)Cc2cccs2)c(OC)c1	-0.34	-0.89	.
C=CCN=C1CC(C)(C)CC(=O)/C1=C(/O)CCC(=O)OC	1.22	0.59	21.4
Cc1ccc(-c2csc(/C(C#N)=C/Nc3ccc4c(c3)OCCO4)n2)cc1	-0.35	0.56	.
CCCc1cc(C(=O)NCc2ccco2)no1	0.23	-0.19	.
O=C(CCn1c(=O)oc2ccccc21)NCc1cccs1	-0.05	-0.96	56.2
FC(F)(F)c1cc(NCc2cccs2)n2ncnc2n1	0.4	-0.12	-16.1
CC1=C(C(=O)OCC2CCCO2)C(c2ccccc2)C2=C(CCCC2=O)N1 (stereo unspecified)	.	.	0.0
Cc1ccc(-n2c(-c3cccs3)nc3nc4ccccc4nc32)cc1	-0.66	0.19	4.8
CC(=O)Nc1ccccc1OCC(=O)c1cc(C)n(Cc2cccs2)c1C	-1.46	-1.43	9.4
O=C(Nc1nc(-c2ccco2)cs1)c1ccccc1	-1.32	-0.64	.
COC(=O)Nc1ccc(S(=O)(=O)NCCCCCC(=O)O)cc1	.	.	-50.0
CC1OC2C(OC1C)N(S(C)(=O)=O)CCN2S(C)(=O)=O (stereo unspecified)	1.18	0.4	45.5
CCOC(=O)C(Cc1ccccc1)C(=O)Nc1cccc(C)c1 (stereo unspecified)	0.6	0.78	-35.3
CCOCC(=O)Nc1cc(Cl)ccc1C	.	.	38.9
O=C(CN1C(=O)C2CC=CCC2C1=O)Nc1ccc(-c2nnc3n2CCCCC3)cc1 (stereo unspecified)	0.73	0.15	.

Remaining list, next part.
Values in the order – SDO1 yeast rescue | SDO1 yeast rescue Rescue 24 h | Insulin prom inh
- CC(C)(C)C(=O)Nc1ccc(Oc2ccc3c(c2)C(=O)N(c2ccc(O)cc2)C3=O)cc1
 : 0.88 | 3.34 | 12.7
- CCCc1nc2oc3c(NCC4CCCO4)ncnc3c2c2c1COC(C)(C)C2 (stereo unspecified)
 : -0.41 | -0.76 | .
- O=C(c1ccco1)N1CCN(S(=O)(=O)c2ccc(Cl)s2)CC1
 : 0.79 | 0.66 | 37.1
- Cc1cc(C)c(NN=c2c(=O)c3ccccc3c2=O)c(C)c1
 : 0.31 | 1.2 | -22.9
- O=C(NC(C(=O)c1ccccc1)n1ccc(=O)[nH]c1=O)c1ccccc1 (stereo unspecified)
 : -0.64 | -1.15 | -21.1
- NC(=O)c1oc2ccc(Cl)cc2c1N
 : 0.67 | 0.06 | 8.3
- Cc1ccc(Sc2ncccc2COC(=O)NC(C)C)cc1
 : . | . | 0.0
- CC(C)(C)NC(=O)/C=N/O
 : 0.8 | -0.16 | .
- CC1(C)CC(=O)C(C=NCCN2CCNC2=O)=C(O)C1
 : 1.07 | 0.05 | 0.0
- CCOC(=O)c1c(NC(=O)C2CCCN(S(=O)(=O)c3ccc(C)cc3)C2)sc2c1CCCC2 (stereo unspecified)
 : 0.78 | 0.64 | -71.0
- OC(c1ccc(Cl)cc1Cl)C(Cc1cccnc1)n1cncn1 (stereo unspecified)
 : -2.11 | -1.16 | 0.0
- O=C(Nc1cccnc1Cl)c1ccc(Cl)c([N+](=O)[O-])c1
 : 0.37 | 0.55 | -68.8
- CCOC(=O)c1ccc(COC(=O)CCc2nc(-c3ccccc3)c(-c3ccccc3)o2)cc1
 : -1.07 | -2.1 | -10.7
- COc1ccc(S(=O)(=O)NCc2ccco2)c2ccccc12
 : -1.15 | -0.42 | -28.1
- CC1=NN(c2ccc(C(=O)O)c(N)c2)C(=O)C1
 : . | . | 25.0
- CC(c1ccccc1F)n1cc(C(=O)NCc2ccncc2)nn1 (stereo unspecified)
 : -0.94 | -1.51 | 22.2
- Cn1c(SCC(=O)Nc2ccc3nc(SCC(=O)NC4CC4)sc3c2)nnc1-c1ccccc1
 : 1.13 | 1.55 | .
- Cc1cc(C)c(OCC(=O)Nc2nc3ccccc3[nH]2)c(C)c1
 : . | . | -18.2
- COC(=O)c1cccc(S(=O)(=O)N2CCOCC2)c1
 : 1.6 | 1.51 | .
- COc1cc(C2C(C#N)=C(N)Oc3n[nH]c(-c4ccncc4)c32)cc(OC)c1OC (stereo unspecified)
 : -0.47 | -1.16 | -18.8
- Cc1cc2ncn(CC(O)COc3cccc(C(=O)O)c3)c2cc1C (stereo unspecified)
 : 0.11 | -0.4 | .
- CCOc1nc(NCCO)nc(Nc2ccccc2F)n1
 : . | . | 23.1
- Oc1cc(NCc2cccnc2)ccc1-c1nc2ccccc2o1
 : -1.5 | -1.06 | 37.8
- COc1cccc(/C(C#N)=C/c2c(-c3ccc(Cl)cc3)nc3c(C)cccn23)c1
 : -1.5 | -1.11 | -29.6
- COc1ccc(OC)c(NC(=O)CSC2=NCCS2)c1
 : 0.68 | 0.28 | -22.2
- CCCCOc1cccc(C2C(C(=O)c3cccs3)=C(O)C(=O)N2Cc2cccnc2)c1 (stereo unspecified)
 : 0.67 | 0.76 | 8.3
- CNc1nc(C)c(C(=O)OCC(=O)OC)s1
 : 0.5 | 0.21 | .
- CCOC(=O)N(Cc1ccccc1)C(C(=O)O)C(C(=O)O)N(Cc1ccccc1)C(=O)OCC (stereo unspecified)
 : -0.26 | -1.16 | -74.3
- Cc1nn(Cc2ccccc2)c(C)c1NC(=O)CSc1nc(C2CC2)nc2c1cnn2-c1ccccc1
 : -0.63 | 1.01 | .
- CC12CCC(C(=O)NCc3cccnc3)(OC1=O)C2(C)C (stereo unspecified)
 : 0.34 | 2.24 | 61.9
- O=C(NNC1=NCCC1)c1cccc(S(=O)(=O)N2CCOCC2)c1
 : 0.18 | -0.51 | .
- COc1ccc(-c2cc3ccccc3oc2=O)cc1NC(=S)NC(=O)c1ccc2c(c1)OCCO2
 : 1.91 | 3.77 | 16.7
- COc1ccc(NC(=O)c2cc(C(C)C)on2)cc1OC
 : 0.7 | 1.15 | 9.1
- CC(C)COC(=O)NCCCOC(=O)Nc1ccccc1
 : 0.57 | 0 | .
- O=C(c1coc(=O)c(Br)c1)N1CCOCC1
 : 1.18 | 0.55 | -4.0
- C=CCSc1nc(N)c(C(=O)Nc2ccccc2C)cc1C(N)=O
 : -0.42 | 0.27 | 7.7
- COc1ccc(S(=O)(=O)N2CCCCC2)cc1NS(=O)(=O)c1cc(Cl)ccc1Cl
 : -1.61 | -1.24 | 7.7
- COc1ccccc1-c1c(C)nn2c(N3CCN(c4ccccc4OC)CC3)cc(C)nc12
 : -0.85 | -0.68 | .
- Nc1nc(CN2CCCCCC2)nc(Nc2ccc(F)cc2)n1
 : 0.64 | 0.76 | -14.3
- CCCCN1C=C(C(=O)OC)C(c2ccccc2C(F)(F)F)C(C(=O)OC)=C1
 : -0.1 | -0.27 | -17.4
- CC(C)N(Cc1cc2ccccc2[nH]c1=O)C(=O)C1CCCCC1
 : -1.11 | -0.77 | .
- CCOC(=O)COc1cc2c(C(=O)OCC)c(C)oc2cc1Br
 : -1.78 | -1.14 | .
- Cc1nn(C)c(Cl)c1/C=N/OC(=O)c1ccc(F)cc1
 : . | . | 25.0
- N#Cc1nc(-c2ccc(OCc3ccccc3)cc2)oc1N1CCOCC1
 : -0.5 | 1.05 | -50.0
- CN(C)S(=O)(=O)c1ccc(Cl)c(NC(=O)CSc2nc3c(cc2C#N)C(=O)CCC3)c1
 : 0.94 | 2.03 | -15.6
- CCC(C)(C(=O)NC1CCCCC1)N(Cc1cccs1)C(=O)c1ccccn1 (stereo unspecified)
 : . | . | -106.7
- CC(C)C[C@H](NC(=O)Nc1cccc(Cl)c1)C(=O)O
 : 1.96 | 2.56 | .
- O=C1CN(C(=O)COc2cccc(F)c2)c2ccccc2N1
 : 0.57 | -0.02 | .
- Fc1ccccc1CNc1cc(Cl)cc(Cl)c1
 : -1.51 | -0.62 | .
- CC(=O)/C(=N/Nc1ccccc1C)N1CCOCC1
 : -0.2 | -0.64 | .
- CCOc1ccc(CN(C)CC(=O)Nc2cc(C)c(C)cc2[N+](=O)[O-])cc1
 : . | . | -135.0
- CCOc1ccc2nc(NC(=O)C(CC)Sc3nc(C)cc(=O)[nH]3)sc2c1 (stereo unspecified)
 : -0.84 | -1.1 | -3.5
- COc1ccc(Cl)cc1C(=O)Nc1nc2ccc(S(C)(=O)=O)cc2s1
 : . | . | -26.7
- CC(C)Cn1c(SCC(=O)N2CCN(S(=O)(=O)c3ccccc3)CC2)nc2ccccc21
 : -0.71 | -0.46 | -32.3
- O=c1c2ccccc2nnn1Cc1ccc(Br)cc1
 : . | . | 25.0
- CCCCC(=O)OCCNC(=O)c1cc2ccccc2oc1=O
 : 0.11 | -0.02 | .
- Fc1ccccc1NC(=S)NN(Cc1ccccc1)c1ccccc1
 : -0.66 | -0.51 | 21.6

Screening results deposited in PubChem by several laboratories.
